Compound activity as filed in PubChem.
aDG glyco act: alpha-DG glycosylation activation; Pro5-aDG cells, alpha-DG glycosylation AlphaScreen (IIH6); 0% Pro5, 100% B10-LARGE cell signal; activation, % at 10 µM; 0.22% of 360,000 active;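 active = activation of at least 8% versus controls, or a plate z-score of at least 8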;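 also: Pro5 are CHO cells carrying HIG-tagged alpha-DG that lacks glycosylation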
NOD2-RIPK2 inh: blocks binding of human NOD2 to RIPK2; O43353; CHO BLA complementation NOD2-RIPK2, CCF4 ratio; inhibition, % at 4.98 µM; 0.38% of 360,000 active; AID 624267; in the data active = inhibition above about 21%;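 also: 0% = vehicle only and 100% = reference blocker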
Vif imaging: blocks HIV Vif function | HEK293T cells, Vif self-association by quenched fluorescence, imaging, 24 h | inhibition, % at 7.49 µM | AID 602346 | 0.35% of 340,000 active; in the data active = inhibition above about 50%, passing the limit was not always enough; also: some results filed as inactive read as strong as hits
ABHD5-PLIN5 inh: inhibitors of human ABHD5-perilipin-5 interaction; Split G. princeps luciferase complementation, luminescence, 4 h; inhibition, % at 4 µM; 0.78% of 360,000 active; AID 602281;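 active = inhibition above the mean inhibition across every tested compound plus 3 SD, cut at about 22% in these data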;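 also: 0% = DMSO only wells and the 100% control is not disclosed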
N-glyco inh: N-linked glycosylation inhibition; AID 588692; D54 ERlucT glycosylation luciferase reporter, 24 h; percent of 100 nM tunicamycin response; 0.23% of 360,000 active; reporter increase, % at 12.5 µM;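 active = mean luciferase reporter signal, scaled so untreated is 0 and the glycosylation-blocking control 100, at or above a set limit in every replicate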;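 also: luciferase carries N-glycosylation sites so blocking glycosylation raises the light; 0% = median of neutral control wells and 100% = median of 100 nM tunicamycin wells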
TLR9-MyD88 block: TLR9-MyD88 interaction inhibition. Q9NR96+Q99836. CHO BLA complementation TLR9-MyD88, CCF4 FRET ratio. inhibition, % at 4.98 µM. 0.21% of 340,000 active. AID 504734;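 active = inhibition above the mean over all tested compounds plus 3 SD, cut at about 21% in these data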;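 also: 0% = DMSO only wells and 100% = clavulanate BLA inhibitor control wells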
Target sequence (Q99836 whole entry, looked up): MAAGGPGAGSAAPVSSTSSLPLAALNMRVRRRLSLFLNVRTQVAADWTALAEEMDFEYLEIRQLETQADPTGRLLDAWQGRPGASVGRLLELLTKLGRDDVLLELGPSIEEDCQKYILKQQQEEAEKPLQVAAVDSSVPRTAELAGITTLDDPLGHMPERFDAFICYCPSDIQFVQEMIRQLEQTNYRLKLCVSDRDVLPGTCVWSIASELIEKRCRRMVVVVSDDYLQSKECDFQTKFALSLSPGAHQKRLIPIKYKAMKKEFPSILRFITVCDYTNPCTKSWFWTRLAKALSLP
Target sequence (Q9NR96 whole entry, looked up): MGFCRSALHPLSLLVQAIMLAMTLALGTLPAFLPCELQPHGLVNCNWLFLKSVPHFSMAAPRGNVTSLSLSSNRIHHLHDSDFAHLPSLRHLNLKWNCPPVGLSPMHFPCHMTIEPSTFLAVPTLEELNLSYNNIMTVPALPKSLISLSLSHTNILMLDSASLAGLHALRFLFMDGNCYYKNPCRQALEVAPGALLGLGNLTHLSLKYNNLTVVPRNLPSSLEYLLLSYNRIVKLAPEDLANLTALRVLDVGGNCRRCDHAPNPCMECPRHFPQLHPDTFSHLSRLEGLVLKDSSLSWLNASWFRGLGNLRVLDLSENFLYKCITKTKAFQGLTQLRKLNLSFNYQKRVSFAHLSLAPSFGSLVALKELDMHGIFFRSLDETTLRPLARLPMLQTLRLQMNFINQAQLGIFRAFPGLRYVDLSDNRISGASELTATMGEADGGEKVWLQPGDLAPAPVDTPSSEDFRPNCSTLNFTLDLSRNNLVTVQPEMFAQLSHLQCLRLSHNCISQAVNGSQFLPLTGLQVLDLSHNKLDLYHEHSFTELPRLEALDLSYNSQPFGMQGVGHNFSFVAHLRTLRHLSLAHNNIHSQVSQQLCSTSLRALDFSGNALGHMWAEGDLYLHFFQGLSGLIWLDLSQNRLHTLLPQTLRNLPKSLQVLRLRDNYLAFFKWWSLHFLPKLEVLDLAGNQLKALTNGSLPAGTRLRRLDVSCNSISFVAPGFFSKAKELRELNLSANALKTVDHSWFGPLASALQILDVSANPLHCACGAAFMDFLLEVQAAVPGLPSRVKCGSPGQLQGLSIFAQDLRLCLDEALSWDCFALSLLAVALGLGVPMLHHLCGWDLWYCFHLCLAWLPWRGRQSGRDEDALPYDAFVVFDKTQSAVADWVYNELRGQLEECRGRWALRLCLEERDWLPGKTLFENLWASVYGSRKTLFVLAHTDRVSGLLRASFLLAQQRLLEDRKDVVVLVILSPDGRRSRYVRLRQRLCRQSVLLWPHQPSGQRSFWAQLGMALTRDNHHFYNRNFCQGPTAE
MC4R antagonist: human MC4R antagonism in cAMP assay; P32245; MC4R-expressing cells, MTII-stimulated cAMP, LANCE TR-FRET; inhibition, % at 6.5 µM; 0.48% of 360,000 active; AID 540295;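 active = inhibition above its plate's cutoff, the mean of tested wells on that plate plus 3 SD, cut at about 29% in these data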;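 also: 0% = Melanotan II alone and 100% = Melanotan II plus saturating MCL0020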
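System: U2OS-MC4R stable cell line; Technique: Eu-cAMP/anti-cAMP TR-FRET, emission 671 nm; Repeats: single well per compound; Also added: Melanotan II; Dosing: one concentration, 6.5 µM nominal; Schedule: 30-min compound, 1-h challenge, 1-h detection, room temperature.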
ABCB6 inh MLPCN: blocks the human ABCB6 transporter | K562-ABCB6 porphyrin accumulation, flow cytometry, 1 h; stronger effect = lower value | fluorescence ratio to DMSO, % at 10 µM | 0.19% of 360,000 active;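 active = fluorescence ratio to DMSO below 75%, the collection mean minus 3 SD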;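 also: signal is porphyrin accumulated inside mitochondria; 100% equals median channel fluorescence of DMSO control wells; lower ratio means ABCB6 inhibition with less porphyrin fluorescence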
Exocytosis inh: blocks lytic granule exocytosis. TALL-104 LAMP-1 surface exposure, flow cytometry; cells stimulated with thapsigargin and PMA. inhibition, % at 10 µM. 0.66% of 360,000 active. AID 651702;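 active = inhibition above about 55%, limit read from the data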
MC4R ag barr: agonists of human melanocortin 4 receptor (MC4R) beta-arrestin; P32245; U2OS MC4R beta-arrestin complementation, luminescence; percent of melanotan II response, DMSO zero; activation, % at 8.9 µM; 0.98% of 360,000 active;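 active = activation above a per-plate cutoff, the mean activation of sample wells on that plate plus 3 SD, cut at about 8% in these data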
Active calls of the source: *; / = not tested or not shown; & = joins results of further samples. This is a subset; count on the stated rates, not on these rows.

Every second line gives: Vif imaging, aDG glyco act, Exocytosis inh, ABHD5-PLIN5 inh, N-glyco inh, TLR9-MyD88 block, MC4R ag barr, ABCB6 inh MLPCN, NOD2-RIPK2 inh, MC4R antagonist
CC1CCN(S(=O)(=O)N2CCC(C(=O)NCCC3=CCCCC3)CC2)CC1
  -10, -0.2, 5, -4, 2, 8, -3.3, 101, 2, -5
COc1ccc(N2C(=O)CCC(C(=O)c3ccccc3)=C2C)cc1
  -14, 0.3, 1, -4, -2, 1, 0.8, 100, 5, 23
CC(C)(C)NC(=O)C1CCC(CNc2c(N3CCCCC3)c(=O)c2=O)CC1 (stereo not given)
  5, 0.0, -1, 13, 1, 6, 4.6, 92, -9, -6
COc1ccc(-n2cnnc2SCC(=O)Nc2cccc([N+](=O)[O-])c2)cc1
  0, 1.7, -1, 1, 2, -5, -2.4, 100, -16, -11
CCCN(C(=O)Cc1c(C(=O)O)n(C)c2ccccc12)c1cccc(C)c1
  21, 0.0, -6, 4, -1, 3, -0.5, 101, -4, 9
CC[n+]1c(C)cc(C)n1-c1ccccc1
  5, -0.2, 2, -2, 1, 2, -1.3, 102, -2, 14
O=C(CC1C(=O)NCCN1Cc1c(F)cccc1Cl)NC1CCCCCC1 (stereo not given)
  /, -0.1, -2, 2, -3, 3, -1.1, 97, 0, 12
CNc1snc(C)c1C(=O)OC(C)C(=O)Nc1cccc(OC)c1 (stereo not given)
  -4, 0.3, 0, -10, 0, -6, 1.0, 97, -5, -6
CC(C)NC(=O)COc1ncnc2sccc12
  5, -0.2, 2, 3, 0, -7, 0.0, 100, -4, 4
COC(=O)c1cccc(C23CC4(C2)[C@H](CN(Cc2ccc(C(F)(F)F)cc2)[C@@H]4c2ccccc2)C3c2ccc(Cl)nc2)c1 (stereo not given in full)
  0, -0.1, 77*, -4, -6, -6, 3.6, 102, -7, -5
CC(=O)Nc1cnc(/C=C\CCCO)cn1
  13, -0.2, 4, -4, 3, /, -3.0, 96, -3, 4
Cc1ccc(S(=O)(=O)Nc2ccc3c(c2)C(=O)N([C@H](C)CO)C[C@H](C)[C@@H](CN(C)Cc2ccc(-c4ccccc4)cc2)O3)cc1
  -5, 1.4, -3, 7, 0, 4, 2.1, 88, -2, 10
COc1ccc(NC(=O)C2c3ccccc3OCC(=O)N2Cc2ccco2)cc1 (stereo not given)
  /, 0.0, 2, -2, /, /, /, 100, -8, /
COC(=O)CCC(=O)OC1(C)C(=O)C2=CN(C3CCCC3)C(c3ccc(OC)cc3)=CC2=C(Br)C1=O (stereo not given)
  3, 0.5, 51, -23, 3, 0, -2.2, 100, -9, 4
CC1CCC2(CC1)NC(=O)N(CC(=O)Nc1sc3c(c1C(N)=O)CCC3)C2=O (stereo not given)
  -4, 0.3, -2, 1, 14, 5, -3.1, 102, -10, 6
Cc1sc2ccc3sccc3c2[n+]1C
  -6, 0.0, 83*, 0, 4, -6, -1.2, 97, 3, -7
Cc1ccc(Nc2ncnc3sc(C)c(C)c23)cc1
  -2, -0.1, -4, 1, -4, -5, -0.4, 98, 4, 3
Cc1cc(/C=C2/C(=O)NN(c3ccccc3)C2=O)c(C)n1-c1ccc(O)cc1
  -4, -0.8, -2, 3, -15, 4, -1.0, 103, -9, 5
CC(=O)Nc1nc(C)cs1
  6, -0.4, 0, -2, 2, -3, -1.3, 99, -3, 4
Cc1ccc(Cn2nc(C)c(NC(=O)C3CC3)c2C)cc1
  0, 0.0, -3, -9, -1, 10, -1.9, 92, 7, 1
CCCCN(C)C(=O)c1nc2ccccn2c1CN1CCN(c2ncccn2)CC1
  /, 0.1, -2, 7, -1, -8, 1.0, 99, 2, -7
CCN(CC)S(=O)(=O)c1ccc(S(=O)(=O)NCc2cccs2)cc1
  -2, 0.1, -14, -16, -2, -15, 1.0, 94, -15, 20
COc1ccc(NC(=O)CCNC(=O)N2CC(=O)Nc3ccccc32)cc1
  1, 0.0, -7, 4, 9, 6, -1.3, 93, -4, 8
Cc1cc(C)c(Cn2cnc3ccccc32)c(C)c1
  -19, 0.5, -8, -3, -2, 1, 1.1, 93, -8, 1
CN(CC(=O)Nc1ccc(Cl)c(C(F)(F)F)c1)C(=O)Cc1ccsc1
  -21, -0.1, 17, -7, 4, -2, -3.4, 88, 12, 7
COc1ccc(C)cc1NC(=O)CCNS(=O)(=O)c1cccc2nonc12
  2, 0.1, -13, 6, 0, -5, -0.5, 102, 3, 4
COc1ccc(C(C(=O)NC2CCCC2)N(C(=O)c2ccco2)c2ccccc2OC)cc1 (stereo not given)
  9, 0.0, 27, -12, -1, 3, -0.2, 97, 0, -3
O=C(O)/C=C/C(=O)OC1CC2CCC1C2 (stereo not given)
  10, 0.1, 4, -6, 1, 11, 0.0, 98, -9, 26
COC(=O)CN1C(=O)N/C(=C/c2cc(OC)c(OC)cc2C)C1=O
  11, 0.3, 8, 2, 0, -4, -5.2, 99, 12, 5
CCN(CC)CCN1C(=O)C(=O)/C(=C(/O)c2cnn(-c3ccccc3)c2C)C1c1ccc(C)o1 (stereo not given)
  3, 0.0, 1, 6, 0, -12, 1.1, 106, 4, -1
COc1ccc(C(=O)NCCS(=O)(=O)NCc2cccs2)cc1
  20, 0.4, 0, -4, 1, 9, -5.3, 98, -8, 0
COc1ccc(S(=O)(=O)Nc2ccc(N3CCOCC3)cc2)cc1Br
  14, 0.1, -3, -3, -1, -1, -0.7, 85, -6, 5
Cc1ccc(S(=O)(=O)N2CCCC2CNC(=O)C(=O)Nc2ccc(F)cc2F)cc1 (stereo not given)
  -4, 0.2, -12, -3, -2, 4, -1.5, 93, 8, 9
Cc1ccc(NC(=O)CCC(=O)NNS(=O)(=O)c2ccc(Cl)cc2)cc1C
  -7, 1.8, -12, 2, 0, 6, -1.3, 97, -6, 4
COc1ccc(C(=O)N2CCN(c3ccccn3)CC2)cc1[N+](=O)[O-]
  -1, 0.1, -5, 0, 0, -4, -2.4, 98, 1, 0
O=C1C(Cc2ccccc2)Nc2ncnc(N3CCOCC3)c2N1Cc1ccc(Cl)cc1 (stereo not given)
  -2, -0.1&0.0, 19&3, 10&-4, -2&1, -2, -0.8, 98&107, -11&2, 10
COC(=O)Cn1cnc2sc(C)c(S(=O)(=O)N3CCN(c4ccccc4OC)CC3)c2c1=O
  -2, 0.2, 2, -1, 0, 10, 0.5, 100, 1, 8
CCNS(=O)(=O)c1ccc(NC(=O)c2ccccc2SCCOC)cc1
  /, 0.0, 0, -4, 0, -15, -2.5, 101, -4, 8
Cc1cc(-c2n[nH]c(=S)n2/N=C/c2sccc2C)n[nH]1
  2, 0.0, -8, -2, 4, 1, -1.4, 86, -8, 4
Clc1ccc(-c2csc(N/N=C/c3cccnc3)n2)c(Cl)c1
  -15, 0.6, 6, -2, -8, -5, 7.1, 93, 1, -14
CCCCCc1nnc(NC(=O)c2cccc(S(=O)(=O)N3CCOCC3)c2)s1
  -29, 0.1, -6, -1, -1, 2, 0.6, 98, 1, 8
CC1(C)CC(=O)C(Sc2ccc(Br)cc2)=C(O)C1
  -7, -0.2, 3, -4, 1, -3, -1.9, 103, -8, -3
O=C1N/C(=N/N=C/c2ccc(O)cc2)SC1Cc1ccccc1 (stereo not given)
  -2, -0.2, -4, -2, -1, -9, 1.5, 92, -16, -3
N#Cc1cccnc1N1CCC(C(N)=O)CC1
  10, 0.0, -6, -1, 2, 3, -0.3, 98, 0, 1
COc1ccc(/C=C2\N=C3CCCCCN3C2=O)cc1
  2, -0.4, 0, 0, 1, 3, -0.8, 104, 3, -8
CC(C)(C)OC(=O)NCCCCCO
  3, 0.1, 1, 0, 1, 2, -0.4, 100, -4, 6
COc1ccc(C(=O)/C=C/C(=O)N(CC(=O)NCCC(C)C)Cc2cccs2)c(O)c1
  -3, -0.2, 37, 12, -3, 3, 0.9, 92, 12, 19
Cc1cc(OC(=O)c2ccccc2[N+](=O)[O-])c([N+](=O)[O-])c(=O)[nH]1
  4, 0.0, 2, 0, 2, 8, 0.1, 79, -6, 3
Cc1ccc(S(=O)(=O)N2CCN(C(=O)COC(=O)C3(C)CC3(Cl)Cl)CC2)c(C)c1 (stereo not given)
  -6, -0.2, -8, -3, 1, -13, -0.7, 102, -8, 14
COC(=O)CCC(=O)N1CCCC(CO)(Cc2ccccc2C)C1 (stereo not given)
  3, -0.1, 2, 2, 1, -1, -2.5, 103, -2, 2
CC(=O)c1cccc(NC(=O)CCNS(=O)(=O)c2cccc3nonc23)c1
  -7, 0.1, -4, -5, 1, -1, -1.7, 98, -7, 14
COc1ccc(COC(=O)c2cccc(S(=O)(=O)N3CCCC3)c2)cc1F
  /, -0.1, 8, 6, /, -13, 0.0, 100, -4, 3
C=CCN1CCc2nc(N)sc2CC1
  -1, -0.2, 3, -10, 0, 7, -0.3, 112, -7, 2
CCC(=O)Nc1ncc2c(n1)CC(c1ccco1)CC2=O (stereo not given)
  -5, 0.2, 4, 8, 1, -4, -0.8, 100, 4, 4
COc1ccc(C2=NOC(C(=O)NCCN3CCOCC3)C2)cc1 (stereo not given)
  20, 0.0, 0, 3, 0, 7, -1.8, 105, -1, 11
O=C(Oc1ccccc1Cl)C1CCN(C(=O)c2ccc(F)cc2)CC1
  15, 0.1, 12, 0, 0, 6, -0.3, 97, -10, 18
CN(C(=O)COC(=O)c1ccccc1Cc1ccccc1)c1c(N)n(Cc2ccccc2)c(=O)[nH]c1=O
  4, 0.0, 0, 5, 4, 0, 1.0, 84, -17, -1
